Screens from PubChem.
FBW7 act: activators of human E3 ligase FBW7. hit rate 0.13% among 650,000. AlphaScreen FBW7–phospho-cyclin E peptide binding, activator screen. normalized activity (activation), % at 26.1 µM. Q969H0; in the data active = normalized activity above about 1.9%;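 note: purified mutant Fbw7 with reduced substrate affinity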
Target sequence (Q969H0 whole entry, looked up): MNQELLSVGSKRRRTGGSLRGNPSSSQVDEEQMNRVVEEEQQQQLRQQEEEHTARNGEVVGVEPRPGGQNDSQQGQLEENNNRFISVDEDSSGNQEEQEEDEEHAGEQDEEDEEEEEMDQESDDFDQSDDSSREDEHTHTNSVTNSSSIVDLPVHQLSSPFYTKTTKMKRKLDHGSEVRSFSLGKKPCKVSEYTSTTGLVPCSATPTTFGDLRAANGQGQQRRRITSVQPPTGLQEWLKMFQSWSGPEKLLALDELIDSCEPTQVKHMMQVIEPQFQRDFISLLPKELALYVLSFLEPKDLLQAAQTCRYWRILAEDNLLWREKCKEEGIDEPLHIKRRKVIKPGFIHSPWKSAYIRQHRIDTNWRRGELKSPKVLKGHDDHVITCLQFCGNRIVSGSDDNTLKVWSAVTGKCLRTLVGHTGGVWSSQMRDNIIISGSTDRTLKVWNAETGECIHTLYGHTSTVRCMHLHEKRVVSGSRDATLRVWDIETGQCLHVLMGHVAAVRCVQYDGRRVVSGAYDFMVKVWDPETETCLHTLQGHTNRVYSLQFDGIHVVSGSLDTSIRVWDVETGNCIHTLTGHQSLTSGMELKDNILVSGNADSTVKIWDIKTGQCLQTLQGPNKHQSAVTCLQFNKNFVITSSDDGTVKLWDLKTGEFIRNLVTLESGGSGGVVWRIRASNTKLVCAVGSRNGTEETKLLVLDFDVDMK
TEAD-YAP inh: TEAD-YAP interaction inhibition; HEK-TIYL cells, TEAD-Gal4/YAP UAS-luciferase luminescence; inhibition, % at 9.12 µM; hit rate 1.4% among 640,000; in the data active = inhibition above about 32%;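 note: 0% = median of test compound wells and 100% = reference inhibitor wells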
GPR151 ag: activates the human receptor GPR151; PathHunter beta-arrestin GPR151 cells, luminescence; hit rate 1% among 650,000; AID 1508602; activation, % at 11.2 µM; in the data active = activation above about 4.9%;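 note: 0% = median of compound wells and 100% = cells with positive control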
MITF primary: human MITF inhibition, primary screen | AlphaScreen MITF homodimerization, bead proximity signal | inhibition, % at 2.6 µM | hit rate 0.91% among 650,000; in the data active = inhibition above about 50%;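 note: 0% = vehicle wells with protein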
* = called active by the depositor; nt = no result given; & = joins results of further samples. Compounds were not picked by outcome; overall some 3.5% were active at least once.

Screens in order: MITF primary | FBW7 act | TEAD-YAP inh | GPR151 ag
O=C(NC(c1ccccn1)c1cccs1)C1CCN(S(=O)(=O)c2cccs2)CC1 (configuration not stated)
  2 | 0.2 | -2 | 0.8
CC(=O)N1CCOc2cc(S(=O)(=O)N3CCC(C)CC3)c(Cl)cc21
  24 | 0.0 | 3 | 1.2
COc1cccc(CCN2C(=O)CCC2CCNCc2cccnc2)c1 (configuration not stated)
  9 | -0.1 | 12 | -0.7
CCCCSc1nnc2c(n1)OC(c1cccn1C)N(C(C)=O)c1ccccc1-2 (configuration not stated)
  7 | -0.2 | 3 | -0.6
COc1ccc(C2CC(c3ccc(C)cc3)=NN2C(=O)CCCC(=O)O)cc1OC (configuration not stated)
  -5 | 0.2 | 3 | 0.3
COCCN1C(=O)c2ccccc2C(C(=O)Nc2ccccc2OC)C1c1cccs1 (configuration not stated)
  4 | 0.2 | -7 | -0.1
COC(=O)C1=C(N)Oc2c(oc(CO)cc2=O)C1c1cccnc1 (configuration not stated)
  -2 | 0.1 | -14 | -0.9
Cc1ccc(NC(=O)C2C3C=CC4(O3)C2C(=O)N(Cc2cccs2)C4C(=O)NC2CCCC(C)C2C)cc1Cl (configuration not stated)
  -3 | 0.0 | 2 | 0.3
c1ccc(CN2CCN(c3ncnc4[nH]ncc34)CC2)cc1
  -6 | 0.0 | -22 | 2.7
CCOC(=O)C1CCN(C(=O)CN(c2cccc(C(F)(F)F)c2)S(C)(=O)=O)CC1
  3 | -0.1 | 9 | 0.7
CNC(=S)Nc1cc(Cl)ccc1C
  -7 | 0.0 | 2 | -1.2
CC(C)NC(=O)C1c2ccccc2C(=O)N2CCc3ccccc3C12 (configuration not stated)
  -9 | 0.0 | 7 | -0.4
Cc1cccc(C(=O)N(Cc2cccnc2)Cc2cc3cc(C)ccc3n3nnnc23)c1
  -9 | -0.1 | -4 | 1.6
NCCN1C(=O)S/C(=C\c2ccc(Cl)c([N+](=O)[O-])c2)C1=O
  -6 | 0.6 | 4 | -1.4
CC(C)(C)c1ccc(C2Nc3cccc4cccc(c34)N2)cc1
  2 | 0.0 | -32 | -0.5
CC(=O)c1ccc(OCc2cc(C(=O)NC3CCCC3)no2)cc1
  -8 | 0.0 | 0 | 0.9
Cn1c2c(c(=O)[nH]c1=O)C(c1ccc(OCc3ccccc3)cc1)C1=C(N2)c2ccccc2C1=O (configuration not stated)
  3 | -0.2 | 4 | -1.5
N#Cc1ccc(C(=O)N2CCC(COCc3ccccc3)CC2)cc1
  -15 | 0.1 | 1 | 0.1
Cn1c(Nc2nc3ccc(C(=O)NCCOc4ccccc4)cc3s2)nc2ccccc21
  -18 | -0.1 | -18 | -2.3
CCOC(=O)c1c(NC(=O)c2ccc(S(=O)(=O)N3CCCCC3)cc2)sc(C)c1C
  18 | 0.5 | -4 | -1.6
O=C(NCc1ccccc1)c1cnc2ccc(S(=O)(=O)N3CCOCC3)cc2c1Cl
  3 | -0.1 | 1 | 0.9
O=C(Nc1c2c(nn1-c1ccc([N+](=O)[O-])cc1)CSC2)c1ccc(Br)o1
  8 | 0.1 | 14 | 5.2*
CCOC(=O)C1=C(C)NC(=O)NC1c1cn(-c2ccccc2)nc1-c1ccc(F)cc1 (configuration not stated)
  -5 | 0.6 | 17 | 1.1
C=CCOc1ccc(/C=C2/SC(=O)NC2=O)cc1Br
  -15 | 0.0 | -16 | -0.7
COC1CCC(C(=O)N2CCC(O)(c3ccccn3)CC2)CC1 (configuration not stated)
  9 | 0.1 | 13 | 0.1
O=C(NCCNc1ccc(Cl)cc1[N+](=O)[O-])c1ccc2ccccc2n1
  4 | -0.2 | 4 | -0.5
C=CCNC(=O)C1CC(c2ccc(OC)cc2)NS(=O)(=O)N1C (configuration not stated)
  -2 | -0.1 | -5 | 1.8
COc1ccc([C@@H]2[C@@H](C(=O)c3ccccc3)N3c4ccccc4C=C[C@@H]3C2(C#N)C#N)cc1
  0 | -0.1 | -4 | -1.2
CCCCCCc1cc2c(-c3ccccc3)cc(=O)oc2cc1OCC(=O)c1ccc(OC)cc1
  -5 | 0.1 | 4 | 1.6
COC(=O)c1cc(Cl)ccc1NC1=NS(=O)(=O)c2ccccc21
  -3 | 0.1 | -3 | -0.1
O=C(CSCc1cnn(-c2ccccc2)c1-n1cccc1)N1CCC2(CC1)OCCO2
  -2 | -0.1 | 3 | -0.3
CN(CC(=O)Nc1ccc(F)cc1F)S(=O)(=O)c1ccc2[nH]c3c(c2c1)CCCC3
  -1 | -0.1 | -2 | 0.7
CCOC(=O)c1c(NC(=O)C(C)Sc2nnc(CNC(=O)COc3ccccc3)n2-c2cccc(C)c2C)sc2c1CCC2 (configuration not stated)
  6 | 0.3 | 1 | 1.3
Fc1ccc(Nc2ncnc3nc[nH]c23)cc1F
  7 | 0.0 | -23 | -1.1
CC(=O)c1ccc(F)c(-c2cc(C)cc3c2OC(CNC(=O)c2cccnc2)C3)c1 (configuration not stated)
  -13 | 0.3 | -15 | -0.9
O=C(Nc1ccc(N2CCOCC2)cc1N1CCOCC1)c1cccc([N+](=O)[O-])c1
  11 | 0.5 | 6 | -1.6
Cc1ccc(NC(=O)C2C3C=CC4(O3)C2C(=O)N(C2CC2)C4C(=O)NC2CCCCC2)cc1C (configuration not stated)
  -1 | 0.0 | 5 | -0.9
CC(NC(=O)C1CCCN(C(=O)N2CCOc3ccccc32)C1)c1ccccc1 (configuration not stated)
  -2 | -0.1 | -9 | 1.5
CC1=C(C(=O)Nc2cccc(C)c2C)C(c2ccccc2)NC(=S)N1 (configuration not stated)
  10 | -0.2 | 8 | 0.6
CCOC(=O)CNC(=O)c1cc(C)oc1C
  8 | -0.1 | -7 | 1.3
COc1ccc(C)cc1NC(=O)CCc1nc2ccccc2[nH]1
  -9 | 0.7 | 2 | 0.2
C#CCNc1c2c(nc3ncnn13)CC(C)CC2 (configuration not stated)
  -7 | 0.7 | -9 | -0.4
Cc1cccc(OCC(=O)N/N=C/c2ccc(C(=O)O)cc2)c1
  7 | 0.1 | -6 | 0.2
COCCCNC(=S)NC(=O)c1ccccc1Br
  -10 | 0.1 | -11 | -1.9
COc1ccc(C(=O)Nc2cc3cccc([N+](=O)[O-])c3oc2=O)cc1OC
  -7 | 0.0 | -5 | 1.0
CCN(CC)CCNC(=O)c1cc(=O)[nH]c2ccc(S(=O)(=O)N3CCCCCC3)cc12
  7 | 0.1 | -3 | -1.0
CC12CC[C@@H]3c4ccc(O)cc4CC[C@H]3[C@@H]1CC[C@@H]2O (some centres not stated)
  14 | 0.2 | 0 | 0.5
CCCCCCCCCCCCCCCC(=O)OCC(COP(=O)(O)O[C@H]1[C@@H](O)[C@@H](OP(=O)(O)O)[C@H](OP(=O)(O)O)[C@@H](O)[C@@H]1O)OC(=O)CCCCCCCCCCCCCCC (some centres not stated)
  7 | nt | nt | -0.9
CC(=C/c1ccc(C(C)C)cc1)/C=N/NC(=O)c1nc2nc(C)cc(C)n2n1
  11 | -0.4 | -8 | -0.5
CCCOc1ccc(Br)cc1C1NC(=O)NC(c2ccccc2)=C1C(C)=O (configuration not stated)
  16 | 0.7 | 2 | -1.2
O=C(CNc1ccccc1)Nc1ccc(F)cc1
  14 | 0.1 | -23 | -0.9
CCN1C(=O)/C(=C2\SC(=S)N(Cc3ccco3)C2=O)c2ccccc21
  4 | -0.1 | -4 | -0.4
COc1cccc(/C=C2/C(=O)ON=C2c2ccccc2)c1OC
  46 | -0.1 | 8 | 4.3
O=C(N/C(=C/c1ccc(Cl)cc1)C(=O)N1CCOCC1)c1ccccc1
  -2 | -0.1 | 3 | 2.0
COc1ccc(-c2nc3ncnc(Nc4ccccc4)c3[nH]2)cc1
  -4 | 0.2 | 1 | -1.7
CCNC(=O)C/C(C)=N/NC(=O)c1ccc(Cl)cc1Cl
  -1 | 0.1 | 1 | 0.5
COc1ccccc1C1C(C#N)=C(N)N(N(C)C)C2=C1C(=O)CC(C)(C)C2 (configuration not stated)
  -22 | -0.3 | -11 | -1.0
CC(=O)Nc1ccc([C@@H]2C[C@H]3CN(Cc4cccc(Cl)c4)C(=O)[C@]34CCCN24)s1
  1 | -0.2 | -7 | -1.6
NC(=O)CN(Cc1ccc(Cl)cc1Cl)S(=O)(=O)c1ccc(Cl)cc1
  7 | 0.0 | -2 | 0.0
O=C(O)c1cc(N=Cc2c(O)n(-c3ccc(F)cc3)c(=S)[nH]c2=O)ccc1Cl
  14 | 0.1 | 4 | -0.2

An excerpt from above in order of length of the SMILES, smallest number first.
Screens in order: MITF primary | FBW7 act | TEAD-YAP inh | GPR151 ag
CCNC(=O)C/C(C)=N/NC(=O)c1ccc(Cl)cc1Cl
  -1 | 0.1 | 1 | 0.5
CC(=C/c1ccc(C(C)C)cc1)/C=N/NC(=O)c1nc2nc(C)cc(C)n2n1
  11 | -0.4 | -8 | -0.5
CC(=O)Nc1ccc([C@@H]2C[C@H]3CN(Cc4cccc(Cl)c4)C(=O)[C@]34CCCN24)s1
  1 | -0.2 | -7 | -1.6

6 records drawn at random from the list so far, as already listed:
Screens in order: MITF primary | FBW7 act | TEAD-YAP inh | GPR151 ag
CCN(CC)CCNC(=O)c1cc(=O)[nH]c2ccc(S(=O)(=O)N3CCCCCC3)cc12
  7 | 0.1 | -3 | -1.0
CCNC(=O)C/C(C)=N/NC(=O)c1ccc(Cl)cc1Cl
  -1 | 0.1 | 1 | 0.5
CCN1C(=O)/C(=C2\SC(=S)N(Cc3ccco3)C2=O)c2ccccc21
  4 | -0.1 | -4 | -0.4
COc1ccc(-c2nc3ncnc(Nc4ccccc4)c3[nH]2)cc1
  -4 | 0.2 | 1 | -1.7
CCCOc1ccc(Br)cc1C1NC(=O)NC(c2ccccc2)=C1C(C)=O (configuration not stated)
  16 | 0.7 | 2 | -1.2
COCCCNC(=S)NC(=O)c1ccccc1Br
  -10 | 0.1 | -11 | -1.9

Additional structures follow.
Screens in order: MITF primary | FBW7 act | TEAD-YAP inh | GPR151 ag
CC(C)N(C)Cc1ccc(C(=O)NCC2CCCO2)c(=O)[nH]1 (configuration not stated)
  -12 | 0.1 | 10 | -0.6
O=C(c1ccccc1)c1cc(Br)ccc1NS(=O)(=O)c1ccc([N+](=O)[O-])cc1
  19 | 0.1 | 7 | -0.2
COC(=O)COc1ccc(/C=C2/NC(=O)N(Cc3ccccc3F)C2=O)cc1OC
  6 | -0.1 | 1 | -0.4
COc1ccc2c(c1)C(=O)C(OC(=O)Nc1cc(OC)c(OC)c(OC)c1)[C@H](c1ccc(OC)c(Br)c1)O2 (some centres not stated)
  -2&-7 | 0.0&0.1 | nt | -1.5&-0.6
CCOC(=O)/C(C#N)=C/c1nc(N(C)C)n(-c2ccc(F)cc2)c1Cl
  5 | 0.7 | 2 | -0.6
CN1CCN(c2cc(-c3cncc(Br)c3)nc(-c3ccccc3)n2)CC1
  13 | 0.0 | 6 | 0.0
COc1ccc(NC(=O)C2CN(S(=O)(=O)c3ccccc3)CCN2S(=O)(=O)c2ccccc2)cc1 (configuration not stated)
  9 | 0.2 | 10 | 2.2
Cc1ccc2c(c1)/C(=N/O)CC(O)(C(F)(F)F)O2 (configuration not stated)
  -1 | -0.1 | 3 | -0.8
Cc1ccc(C(=O)NCC(=O)NCC(=O)OCC(=O)c2cccc([N+](=O)[O-])c2)cc1
  -6 | 0.0 | 9 | -0.7
Cc1occc1C(=O)NCc1ccccn1
  -7 | -0.5 | -5 | -0.4
O=C1NC2(CCN(C(=O)C3(c4ccccc4)CC3)CC2)Nc2ccc(Br)cc21
  -4 | 0.0 | 7 | 0.6
CN(C(=O)/C=C/c1ccccc1)C1CCS(=O)(=O)C1 (configuration not stated)
  -14 | 0.1 | 2 | -1.5
O=C1C(Cl)=C(Nc2ccc3c(c2)OCCO3)C(=O)c2ccccc21
  31 | 0.0 | -2 | -0.1
COc1ccc(N2CCN(C(=O)c3cc4c(=O)oc5ccccc5c4s3)CC2)cc1
  12 | 0.0 | -4 | 0.9
N#CCSc1nc2ccccc2c(=O)n1CCn1c(SCC#N)nc2ccccc2c1=O
  4 | 0.1 | 3 | 2.2
CCOC(=O)c1cnc2c(-c3ccc(Cl)cc3)cnn2c1N
  -9 | -0.1 | -10 | 0.2
CCn1c(N2CCN(CC(=O)Nc3ccc(OC)cc3[N+](=O)[O-])CC2)nc2ccccc21
  0 | -0.1 | 11 | -0.1
CC1=C(C(=O)Nc2cccnc2)C(c2ccc(Cl)cc2)n2ncnc2N1 (configuration not stated)
  -1 | 0.0 | 0 | -1.0
COCCNC(=O)Cn1cc(C=C(C#N)C#N)c2ccccc21
  -5 | -0.4 | -6 | -1.5
